Source: PubChem BioAssay
CDK5 inh = inhibitors of human CDK5/p35 kinase; Recombinant CDK5/p35, ADP-Glo luminescence, 60 min; inhibition, % at 10 µM; 330,000 compounds, 0.01% hits; AID 488839;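 active = highest replicate inhibition of at least 50% and at least 75% of replicates reaching 50%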;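 note: plate controls were DMSO neutral control for no effect and GW8510 at 10 µM for full effect; many of its hits are not listed in these tables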
PKA-R2B act = activators of human PKA-R2B complex | P22694+P31323 | PKA-R2B holoenzyme dissociation, Cy5-IP20 fluorescence polarization; R2B truncated from residue 108, S112A mutant; 0% DMSO only, 100% 113 µM cGMP | activation, % at 11.4 µM | 340,000 compounds, 0.079% hits;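 active = activation above a cutoff set at the mean over all compounds plus 3 SD, cut at about 18% in these data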;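 note: higher means more holoenzyme dissociation and a rise in polarization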
SR-BI HDL uptake = inhibitors of mouse SR-BI mediated HDL lipid uptake; Q61009; ldlA[mSR-BI] CHO cells, DiI-HDL uptake fluorescence, 3 h; inhibition, % at 12.5 µM; 320,000 compounds, 0.96% hits; AID 488896;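 active = mean replicate inhibition of at least 70% and a set share of replicates each scoring 70 or more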;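 note: 0% = median of neutral control wells and 100% = median of positive control wells; values of inactives mirror those of a sister screen read the other way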
NSD2 inh = blocks human histone methyltransferase NSD2. O96028. NSD2 peptide methylation, AlphaScreen, 120 min. inhibition, % at 12.5 µM. 310,000 compounds, 0.54% hits; in the data active = inhibition above about 50%
Target sequence (O96028 whole entry, looked up): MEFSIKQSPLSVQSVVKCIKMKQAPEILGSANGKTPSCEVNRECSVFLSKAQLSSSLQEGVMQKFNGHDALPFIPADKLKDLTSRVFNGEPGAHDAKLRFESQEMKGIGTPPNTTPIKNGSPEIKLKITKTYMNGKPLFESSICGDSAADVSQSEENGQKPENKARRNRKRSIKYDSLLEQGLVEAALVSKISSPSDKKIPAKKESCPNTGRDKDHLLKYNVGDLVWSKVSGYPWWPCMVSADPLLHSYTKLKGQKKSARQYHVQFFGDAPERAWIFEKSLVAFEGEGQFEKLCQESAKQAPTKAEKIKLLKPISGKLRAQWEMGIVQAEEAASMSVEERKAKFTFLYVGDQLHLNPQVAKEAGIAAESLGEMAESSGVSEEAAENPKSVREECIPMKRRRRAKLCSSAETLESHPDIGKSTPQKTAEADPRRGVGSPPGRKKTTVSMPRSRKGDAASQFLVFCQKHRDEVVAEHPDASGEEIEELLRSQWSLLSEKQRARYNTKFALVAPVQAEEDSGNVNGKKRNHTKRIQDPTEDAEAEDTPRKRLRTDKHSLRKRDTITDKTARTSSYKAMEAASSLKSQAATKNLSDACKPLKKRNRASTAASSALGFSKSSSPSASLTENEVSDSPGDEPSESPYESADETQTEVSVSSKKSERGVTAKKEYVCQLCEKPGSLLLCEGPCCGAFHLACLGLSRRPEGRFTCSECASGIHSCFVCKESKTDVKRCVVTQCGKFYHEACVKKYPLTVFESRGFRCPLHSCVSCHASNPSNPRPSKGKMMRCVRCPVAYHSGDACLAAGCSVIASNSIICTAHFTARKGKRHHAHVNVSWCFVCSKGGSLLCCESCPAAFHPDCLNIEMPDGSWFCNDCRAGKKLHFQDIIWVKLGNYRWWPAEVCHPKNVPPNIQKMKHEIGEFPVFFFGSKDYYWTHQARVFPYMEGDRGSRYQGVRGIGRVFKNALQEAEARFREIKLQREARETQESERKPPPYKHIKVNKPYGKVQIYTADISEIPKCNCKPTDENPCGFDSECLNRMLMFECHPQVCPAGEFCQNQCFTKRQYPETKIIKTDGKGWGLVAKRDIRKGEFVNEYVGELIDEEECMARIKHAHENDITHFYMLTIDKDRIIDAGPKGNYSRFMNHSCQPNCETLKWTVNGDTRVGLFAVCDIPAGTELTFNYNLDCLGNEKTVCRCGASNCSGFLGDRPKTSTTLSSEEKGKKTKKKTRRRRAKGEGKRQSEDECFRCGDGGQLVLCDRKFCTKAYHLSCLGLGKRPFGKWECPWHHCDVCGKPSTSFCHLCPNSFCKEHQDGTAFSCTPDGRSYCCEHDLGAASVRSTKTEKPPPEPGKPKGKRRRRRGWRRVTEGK
SUMO Mot1 rescue = blocks SUMOylation pathway, rescuing yeast Mot1-301 growth | S. cerevisiae Mot1-301 growth rescue, ATP luminescence, 38.5C; percent above DMSO median, 100 means doubled | growth rescue, % at 18.8 µM | 320,000 compounds, 1% hits;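 active = every valid replicate shows activation above 250% relative to neutral control wells; inactive = the rest, any valid replicate at or below 250%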;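 note: OY570 slx delta 5 strain wells were the positive control but not used for scaling; some compounds called inactive have numbers as strong as hits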
DSG3 Ab inh = blocks pemphigus antibody binding to human desmoglein-3. P32926. DSG3-coupled beads, scFv-anti-DSG3-GFP binding, flow cytometry; hits give low values. binding (percent of control), % at 10 µM. 310,000 compounds, 0.48% hits. AID 588358;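 active = binding more than 3 SD below its plate's average and above zero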;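 note: hits lower antibody fragment binding to DSG3; some compounds called inactive have numbers as strong as hits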
PKA-R1A activ = activates the PKA-R1A holoenzyme complex. P00514+P68181. PKA-R1A dissociation, Cy5-IP20 fluorescence polarization; scaled: DMSO 0%, 113 µM cGMP 100%. activation, % at 11.4 µM. 340,000 compounds, 0.083% hits;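 active = percent activation above the mean of all tested compounds plus 3 SD, cut at about 19% in these data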;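 note: higher means more PKAc released from R1A so a rise in polarization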
MITF act = activators of MITF-driven TRPM1 promoter activity in SK-MEL-5 cells; AID 588334; activation, % at 12.5 µM; 300,000 compounds, 0.75% hits; SK-MEL-5 TRPM1-promoter luciferase, 24 h; % of positive control, neutral wells = 0;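 active = mean activation of at least 80% with every replicate also reaching 80%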;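 note: 0% = neutral control wells and 100% = parthenolide positive control wells; values of inactives mirror those of a sister screen read the other way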
SR-BI uptake up = SR-BI HDL lipid transfer activation | CHO ldlA[mSR-BI] cells, DiI-HDL uptake fluorescence, 3 h; 100 = double the neutral-control signal | activation, % at 12.5 µM | 320,000 compounds, 0.096% hits;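 active = mean replicate activation of at least 60% and every replicate at or above 60%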;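 note: 0% = median plate neutral-control signal and 100% = twice that signal; values of inactives mirror those of a sister screen read the other way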
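Test system: SR-BI-overexpressing, LDLR-lacking CHO cells; Also added: labelled HDL, 10 µg/mL; Measured by: bottom-read cell fluorescence after medium removal, ex 550/em 595 nm; Timing: 3 h uptake period with compound, 37 °C; Buffer or medium: F12, 0.5% BSA, 25 mM HEPES; Doses: single compound concentration, delivered by pin transfer.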
dFosB activator = enhances mouse delta FosB homodimer DNA binding; P13346; 340,000 compounds, 0.99% hits; activation, % at 25 µM; purified delta FosB, TAMRA-CDK5 oligo fluorescence polarization; percent of positive-control signal above neutral wells;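 active = mean activation above about 17%, with every replicate also reaching it, limit read from the data, passing the limit was not always enough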;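 note: fluorescence polarization rise as delta FosB binds a TAMRA Cdk5 AP-1 oligo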
Arrestin-AP2 inh = blocks beta-arrestin peptide binding to AP2 adaptin | FITC-arrestin peptide / GST-AP2 beads, flow cytometry; AP2 beta2 appendage carries R879A mutation | inhibition, % at 10 µM | 340,000 compounds, 0.31% hits;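 active = inhibition above a set limit, near 3 SD of compounds lacking own fluorescence, cut at about 54% in these data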;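 note: plate controls were DMSO wells for no effect and 5 µM unlabelled arrestin peptide for full effect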
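System: GST-AP2 R879A bound to glutathione beads, E. coli-expressed. Also added: 50 nM FITC-arrestin peptide. Schedule: compound with beads 12 min RT, then probe 1 h RT. Signal: bead flow cytometry, FITC channel. Read-out basis: percent response.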
An asterisk follows results filed as active; x = not tested or not shown; + = active, no number.

SMILES | CDK5 inh | PKA-R2B act | SR-BI HDL uptake | NSD2 inh | SUMO Mot1 rescue | DSG3 Ab inh | PKA-R1A activ | MITF act | SR-BI uptake up | dFosB activator | Arrestin-AP2 inh
NS(=O)(=O)c1ccc(NC(=O)CN2C(=O)CCC2=O)cc1 | 0.2 | 11 | x | -4 | -17 | 91 | -7 | 4 | x | 2 | -19
N#CCC(=O)N1CCn2c1nc1ccccc12 | -0.5 | -4 | -23 | -3 | -3 | 103 | -12 | x | 23 | -4 | -3
CCCn1c(SC(C)C(=O)NCC2CCCO2)nc2sc(CC)cc2c1=O (centres undefined) | -0.7 | -9 | 15 | 6 | 466* | x | -7 | -14 | -15 | -5 | 19
CN1c2ccsc2/C(=N/Nc2ccc(F)cc2)CS1(=O)=O | 0.4 | -2 | 52 | -2 | 16 | 90 | -18 | 16 | -52 | -1 | -8
O=C1/C(=C/c2ccccc2)CN(C(=O)CCN2CCOCC2)C/C1=C\c1ccccc1 | 2.2 | -3 | 3 | 68* | x | 90 | 7 | x | -3 | 0 | -9
OCCC1CN(Cc2ccc(F)cc2)CCN1CCc1ccccc1 (centres undefined) | -0.4 | -6 | -14 | 2 | 7 | 119 | -9 | x | 14 | -4 | 0
CCOc1c(Br)cc(CNCc2cccs2)cc1OC | 1.0 | 0 | -41 | -2 | x | 97 | 2 | -8 | 41 | -11 | 6
CCc1ccc(NC(=S)Nn2cnnc2)cc1 | 0.5 | 4 | 8 | -4 | x | 102 | 4 | 13 | -8 | 0 | -25
O=C1C2C3CCC(C3)C2C(=O)N1CNc1ccccc1 (centres undefined) | 0.2 | 16 | -35 | -1 | -7 | 100 | 1 | -6 | 35 | 3 | -8
COc1cc2[nH]c(=S)n(NC(=O)CC(C)C)c(=O)c2cc1OC | 1.2 | 2 | -21 | -1 | -9 | 98 | -10 | 3 | 21 | 3 | 6
COc1cccc(CNC(=O)COC(=O)C23CC4CC(CC(Cl)(C4)C2)C3)c1 | -2.9 | -12 | -40 | -3 | 15 | x | -5 | -13 | 40 | -7 | -2
CCN(CC)CCNC(=O)Cn1cnc2sc(C)c(S(=O)(=O)N3CCN(c4ccccc4OC)CC3)c2c1=O | -2.1 | -1 | x | -1 | -6 | 89 | -9 | 13 | x | -3 | 6
Cn1cc([N+](=O)[O-])c(C(=O)Nc2ccc(-c3nc4ccccc4o3)cc2)n1 | -0.4 | 2 | x | 1 | + | 97 | 0 | -44 | x | 3 | 0
CC(C)(C)CN1C(=O)C(=O)NC[C@H]1Cc1cccc2ccccc12 | -0.5 | -10 | 6 | x | -3 | 95 | 1 | 6 | -6 | 4 | 1
NC(=O)c1ccc(NC(=O)c2ccc3c(c2)OCO3)cc1 | -2.8 | 5 | -2 | -2 | 0 | 81 | 2 | 88* | 2 | 0 | 15
C=CCn1c(-c2cccc(S(=O)(=O)N3CCOCC3)c2)n[nH]c1=S | 0.5 | 0 | -5 | 1 | x | 99 | -9 | 0 | 5 | 6 | -3
O=C(NCCN1CCOCC1)c1noc2c1CCc1ccccc1-2 | 0.5 | -11 | -4 | 1 | 26 | 92 | -9 | 51 | 4 | -1 | -10
CC(C)(C)OC(=O)N1CCC[C@@H]1C(=O)N1CCC(C(=O)O)CC1 | 0.2 | -9 | -14 | 1 | 238 | 97 | 2 | -9 | 14 | 3 | -78
CCOc1cc(/C=C(\C#N)C(=O)NCC2CCCO2)ccc1O (centres undefined) | 0.6 | -7 | -6 | 1 | -1 | 96 | 11 | 1 | 6 | -3 | 3
CC(C)c1ccccc1OCCNC(=S)NC(=O)c1cccnc1 | 1.3 | -13 | 52 | -1 | 44 | 119 | -6 | -3 | -28 | -5 | -8
COc1ccc(Nc2nc3ccccc3nc2NS(=O)(=O)c2cccs2)cc1 | -0.9 | 7 | x | 3 | 9 | x | -2 | x | x | -4 | 5
CC(=O)N1CCN(c2ccc(NC(=O)c3ccccc3Cl)cc2)CC1 | 0.9 | 0 | 15 | -4 | -1 | 104 | -9 | 0 | -15 | -6 | 31
O=C(c1cccnc1)N1CCN(S(=O)(=O)c2ccc3ccccc3c2)CC1 | -0.3 | -5 | 9 | -1 | 3 | 104 | -13 | -14 | -9 | -13 | 29
Cc1ccc(N)cc1CN1CCCC1=O | -1.7 | -3 | -8 | 0 | 6 | 94 | -6 | 2 | 8 | 0 | 6
CCOC(=O)CN1C(=O)N(c2ccccc2OC)S(=O)(=O)c2ccccc21 | 1.0 | -7 | 1 | 8 | 90 | 93 | -8 | -4 | -1 | 4 | -9
O=S(=O)(NCc1ccccc1)NCc1ccccc1 | 0.3 | -3 | 0 | 0 | -7 | 106 | -1 | -5 | 0 | -1 | 1
c1ccc(CNC2CC3CCC2C3)cc1 (centres undefined) | 0.7 | -17 | 1 | -4 | x | 121 | 0 | -1 | -1 | 4 | 0
CSCCC(NC(=O)c1ccc(Cl)cc1Cl)C(=O)NCc1ccccn1 (centres undefined) | 0.1 | 2 | 5 | -3 | 1 | 102 | -5 | -16 | -5 | -9 | -1
NC(=O)CSc1nnc(-c2ccccn2)n1Cc1ccco1 | -10 | -2 | -13 | 2 | -6 | 114 | 5 | x | 13 | 1 | -1
S=C(c1ccccc1)N1CCSCC1 | 0.5 | 3 | -10 | -2 | 79 | 97 | -13 | 10 | 10 | 5 | 8
Cc1ccc(NC(=O)C2CC(=O)N(c3ccccc3Cl)C2)cc1S(=O)(=O)N1CCOCC1 (centres undefined) | 1.2 | 3 | 15 | -2 | x | 118 | 0 | 1 | -15 | -9 | -4
CC(C)(C)c1ccc(S(=O)(=O)N2CCC(N3CCCCC3)CC2)cc1 | 0.2 | 6 | 0 | x | 76 | 94 | -8 | 16 | 0 | -2 | 21
O=c1oc2ccccc2n1Cc1cccc(C(F)(F)F)c1 | -5.3 | 3 | -9 | -6 | -4 | x | 0 | 1 | 9 | -2 | -1
O=C(Nc1ccccc1Cl)C1C(c2ccccc2)C1(Cl)Cl (centres undefined) | -2.6 | 1 | -6 | -5 | 22 | 115 | 7 | x | 6 | -3 | 0
CCOC(=O)c1c(SCc2ccccc2)n[nH]c1N | -1.3 | 0 | -6 | -1 | -14 | 107 | -4 | -3 | 6 | 1 | -15
O=C(OCC(=O)N1CCN(C(=O)c2ccco2)CC1)C1=COCCO1 | -0.2 | -5 | -7 | -2 | 777 | 101 | -11 | 3 | 7 | -5 | -2
CC1Sc2ccc(S(=O)(=O)N3CCC(C(N)=O)CC3)cc2NC1=O (centres undefined) | 0.7 | -3 | 11 | -4 | 4 | 107 | -2 | 4 | x | -1 | -10
O=C1Nc2ccccc2/C1=N/N=C/c1cccc(O)c1 | -0.4 | 9 | x | 0 | 2 | 92 | 5 | -2 | x | -13 | 25
CC(=O)c1c(C(C)=O)c(C)n(-c2ccc(N)cc2)c1C | -0.6 | -4 | -23 | 0 | -7 | 104 | -10 | x | 23 | -2 | 21
CCO[C@@H]1OC(C(=O)N2CCCCCCC2)=C[C@H](c2ccc(C(F)(F)F)cc2)[C@H]1CCCO | -0.6 | -5 | -14 | x | 2 | 99 | -20 | 2 | 14 | 7 | 10
CC(=O)NC(Cc1ccccc1)C(C)=O (centres undefined) | -2.1 | 3 | -18 | -1 | 104 | 96 | -11 | 7 | 18 | 3 | -3
CCOC(=O)C1CCCN(CC(=O)Nc2cccc(C(C)=O)c2)C1 (centres undefined) | 1.1 | 5 | -21 | -2 | 8 | 102 | -6 | 8 | 21 | -3 | 24
CCOC(=O)N1CCN(C(=O)CNC(=O)c2ccc(Br)cc2)CC1 | 1.0 | -1 | 12 | -1 | -16 | 106 | -2 | 1 | x | 0 | -3
c1ccc(CCc2cn(C[C@H]3CC[C@@H]([C@@H]4CC[C@H](Cn5cc(CCc6ccccc6)nn5)O4)O3)nn2)cc1 | -1.0 | 2 | 14 | x | -13 | 115 | -8 | 2 | -14 | -6 | 9
c1ccc(C2[C@H]3CN(CC4CCCCC4)[C@H](c4ccccc4)C34CC2(c2cccnc2)C4)cc1 (some centres undefined) | -0.4 | -18 | -8 | x | 62 | 108 | -18 | 5 | 8 | 8 | -3
O=C(CNC(=O)c1ccccc1)NCC(=O)OCC(=O)c1ccccc1 | 2.2 | 23* | -3 | 12 | -22 | 98 | 6 | -6 | 3 | -4 | 7
Clc1ccc(NC2=NCCC2)cc1Cl | 1.0 | 4 | -12 | 7 | 217 | 101 | -13 | 21 | 12 | -3 | 2
CC(=O)N1CCCc2cc(S(=O)(=O)N3CCC(C)CC3)ccc21 | 1.0 | -6 | -31 | -1 | 7 | 125 | 1 | -1 | 31 | -2 | 11
CCOc1ccc(-n2c(COc3ccccc3)nnc2SCC(N)=O)cc1 | 0.5 | -2 | 4 | 12 | -7 | 98 | -4 | x | -4 | 5 | -7
Cc1ccc(SCCC(=O)NNC(=O)c2ccccc2F)cc1 | 0.3 | 5 | 13 | 0 | 4 | 128 | -4 | -5 | -13 | -2 | -1
CCC(C)(C)NC(=O)C1CCN(S(=O)(=O)c2cccs2)CC1 | 0.3 | x | -34 | -14 | x | 96 | x | 15 | 34 | -4 | -34
CCOc1ccc(S(=O)(=O)n2cc(F)c(=O)[nH]c2=O)cc1[N+](=O)[O-] | -0.7 | 4 | -26 | 48 | 1 | x | -6 | 7 | 26 | 8 | 19
CCCCN(C(=O)/C=C/c1ccc(OC)cc1)C1CCS(=O)(=O)C1 (centres undefined) | -1.4 | -10 | 17 | 31 | 17 | 111 | 1 | -8 | -17 | -3 | 24
Cc1ccc(SCc2cc(=O)[nH]c(/N=C(\N)Nc3ccc(C)c(C)c3)n2)cc1 | -1.1 | 1 | 16 | 3 | 38 | 102 | -9 | -8 | -16 | 3 | 10
